# Source: PubChem BioAssay (Sanford-Burnham Center for Chemical Genomics)
# Mdm2-MdmX inh = inhibitors of human Mdm2-MdmX association, primary screen, cell-based, luminescence, split luciferase, SaOS-2, uHTS; SaOS-2 split-luciferase Mdm2/MdmX complementation; inhibition, % at 8 µM; 3% of 330,000 active;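 active means inhibition of at least 50% at 8 µM in the primary screen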
# CCR6 antagonist = CCR6 receptor antagonists, primary screen, cell-based, CHO-K1, luminescence, beta-arrestin, uHTS; C-C chemokine receptor type 6 (Homo sapiens), P51684; CHO-K1 CCR6 PathHunter beta-arrestin, CCL20-stimulated; inhibition, % at 20 µM; 0.49% of 340,000 active; AID 493098, 2011;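 active means compounds whose inhibition of the agonist-driven luminescence signal at 20 µM reaches about 50%, limit read from the data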;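 further: cells stimulated with CCL20 at 14 nM final; plate controls were DMSO with CCL20 for no effect and DMSO without agonist for full effect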
# UPR CHOP act = activators of apoptotic CHOP UPR arm, primary screen, cell-based, CHO-CHOP luciferase reporter, luminescence, uHTS; UPR activation; percent of tunicamycin response over DMSO baseline; activation, % at 10 µM; 0.34% of 330,000 active;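 active means at 10 µM dose, activation of 40% or more, normalized to positive control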;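 further: 100% = tunicamycin at 10 µg/mL and 0% = DMSO alone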
#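 Assay system: CHO-CHOP cells, stable luciferase reporter of PERK-eIF2a-CHOP signalling / Buffer or medium: F12 plus 10% serum / Compound dosing: one dose, 10 µM in 0.5% DMSO / Times: 6 h compound treatment, 37 °C / Technique: luciferase luminescence / Read-out: % reporter activation, DMSO baseline versus tunicamycin full activation / Benchmarks: tunicamycin and DMSO controls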
# tim23-1 inh = growth inhibitors of tim23-1 mutant yeast, primary screen, luminescence, uHTS; S. cerevisiae tim23-1 growth, BacTiter-Glo luminescence, 24 h; inhibition, % at 20 µM; 1.3% of 330,000 active; AID 463212, 2010;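 active means growth inhibition of the mutant yeast at or above 50%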;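 further: temperature-sensitive mutant grown at 25 °C; plate controls were DMSO-treated mutant yeast for no effect and medium wells lacking yeast for full effect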
# XBP1 UPR activ = activators of adaptive XBP1 UPR arm, primary screen, cell-based, CHO-XBP1 luciferase reporter, luminescence, uHTS. IRE1-XBP1 UPR activation; percent of tunicamycin response, DMSO as zero. activation, % at 20 µM. 0.33% of 330,000 active;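 active means versus positive control, 20 µM dose yields 30% or more activation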;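 further: 100% = tunicamycin at 10 µg/mL and 0% = DMSO only wells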
#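 Material: CHO-XBP1 cells stably carrying IRE1-XBP1-driven luciferase reporter | Medium: F12 with 10% serum | Compound dosing: 20 µM single concentration, DMSO 1% | Incubation: Overnight seeding at 37 °C, 6 h compound treatment at 37 °C | Detection: Steady-Glo luminescence read | Read-out basis: % activation of reporter signal versus tunicamycin and DMSO controls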
# EBI2 block = EBI2 receptor antagonists, beta-arrestin recruitment, primary screen, cell-based, luminescence, 7a,25-OHC stimulation, uHTS | G-protein coupled receptor 183 (Homo sapiens), P32249 | 7a,25-OHC stimulated | inhibition, % at 5 µM | 0.81% of 360,000 active | AID 651636, 2012; in the data active means inhibition above about 38%;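 further: enzyme fragment complementation signal reports receptor beta-arrestin coupling in cells; 0% = agonist plus DMSO wells and 100% = wells without agonist; some results beyond the cut were filed as inactive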
# Target sequence (P32249 whole entry, looked up, the tested form may be a part): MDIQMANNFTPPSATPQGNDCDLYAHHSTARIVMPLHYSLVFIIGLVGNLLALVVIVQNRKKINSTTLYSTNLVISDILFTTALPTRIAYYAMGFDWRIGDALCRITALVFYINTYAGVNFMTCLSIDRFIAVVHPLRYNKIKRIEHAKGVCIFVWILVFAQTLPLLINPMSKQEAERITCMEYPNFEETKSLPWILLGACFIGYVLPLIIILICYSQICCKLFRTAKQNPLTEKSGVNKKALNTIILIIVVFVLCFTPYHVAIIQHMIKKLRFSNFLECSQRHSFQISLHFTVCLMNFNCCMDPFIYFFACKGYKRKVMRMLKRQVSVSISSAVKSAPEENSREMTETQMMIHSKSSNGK
# CXCR6 inh = CXCR6 receptor inhibitors, primary screen, cell-based, beta-arrestin, luminescence, CHO-K1 PathHunter, 1536-well | 0.36% of 360,000 active | inhibition, % at 20 µM | C-X-C chemokine receptor type 6 (Homo sapiens), O00574; in the data active means inhibition above about 34%, passing the limit was not always enough;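 further: antagonist mode with CXCL16 agonist at 10 nM final; 0% = 10 nM CXCL16 with DMSO and 100% = unstimulated wells without agonist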
# Target sequence (O00574 whole entry, looked up): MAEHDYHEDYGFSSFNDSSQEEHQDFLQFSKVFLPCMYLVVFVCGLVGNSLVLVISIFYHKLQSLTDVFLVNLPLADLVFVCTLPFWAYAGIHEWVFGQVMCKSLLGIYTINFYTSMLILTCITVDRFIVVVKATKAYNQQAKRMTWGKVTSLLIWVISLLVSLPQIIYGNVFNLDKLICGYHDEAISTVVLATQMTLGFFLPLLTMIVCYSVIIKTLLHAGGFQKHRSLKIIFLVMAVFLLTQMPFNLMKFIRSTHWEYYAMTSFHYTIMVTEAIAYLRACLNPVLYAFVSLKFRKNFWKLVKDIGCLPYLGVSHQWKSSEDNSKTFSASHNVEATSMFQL
# APJ agonist = agonists of human apelin receptor APJ, primary screen, CHO-K1 cells, PathHunter beta-arrestin, luminescence | 0% DMSO wells, 100% apelin | P35414 | activation, % at 20 µM | 0.11% of 330,000 active;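 active means activation more than six SD over the plate average, tested at 20 µM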;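 further: 0% = DMSO alone and 100% = apelin-13 at 10 nM; some results filed as inactive read as strong as hits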
# Target sequence (P35414 whole entry, looked up): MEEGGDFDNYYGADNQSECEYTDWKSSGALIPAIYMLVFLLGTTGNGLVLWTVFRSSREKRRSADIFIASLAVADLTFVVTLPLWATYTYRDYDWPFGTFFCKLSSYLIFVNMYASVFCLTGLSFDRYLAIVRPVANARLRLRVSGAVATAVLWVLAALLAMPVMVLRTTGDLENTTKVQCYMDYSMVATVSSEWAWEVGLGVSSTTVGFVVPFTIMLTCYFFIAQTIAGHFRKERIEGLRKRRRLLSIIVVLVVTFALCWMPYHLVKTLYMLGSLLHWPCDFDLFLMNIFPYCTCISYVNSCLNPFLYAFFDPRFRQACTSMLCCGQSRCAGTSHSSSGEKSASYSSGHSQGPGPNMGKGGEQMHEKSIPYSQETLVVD
#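 Assay system: CHO-K1 cells stably expressing ProLink-tagged human APJ and arrestin–beta-gal acceptor. Compound dosing: 20 µM single point, 1% DMSO. Times: 16-18 h seeding, 90 min dark compound exposure, 60 min detection. Detection: beta-gal luminescence. Evaluation: APJ–arrestin association signal. Controls: negative DMSO alone, positive Apelin-13 at 10 nM.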
# APJ antag = antagonists of human apelin receptor APJ, primary screen, CHO-K1 cells, beta-arrestin complementation, luminescence | inhibition, % at 20 µM | 0.32% of 330,000 active | AID 2521, 2010;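 active means inhibition above about 40% at 20 µM, limit read from the data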;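 further: cells challenged with 10 nM apelin-13 agonist together with compound; plate controls were apelin-13 plus DMSO wells for no effect and DMSO wells lacking apelin-13 for full effect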
# The depositor's hits bear a star; . = no result given.
SMILES,Mdm2-MdmX inh,CCR6 antagonist,UPR CHOP act,tim23-1 inh,XBP1 UPR activ,EBI2 block,CXCR6 inh,APJ agonist,APJ antag
Cc1occc1C(=O)NNC(=S)NC(=O)COc1ccc(Cl)cc1Cl,7,48,0.8,33,-1,3,42*,-4,29
O=C(CCCOc1ccc(Cl)cc1Cl)NCCCn1ccnc1,27,2,1.5,-13,3,-3,1,1,5
Fc1ccc(CSc2nnc3ccccn23)c(Cl)c1,-43,6,2.1,11,2,-26,1,-1,17
Cc1ccc(NC(=S)N(Cc2ccco2)C2CCN(C(C)C)CC2)cc1,1,0,-0.1,-2,2,11,8,-5,-5
Nc1ccc(Nc2ccc([N+](=O)[O-])cc2[N+](=O)[O-])cc1,4,-20,-2.1,21,-5,8,2,1,1
Cn1c(=O)[nH]c(=O)c2c1nc(N/N=C/c1ccncc1)n2Cc1ccc(Cl)cc1,67*,13,1.5,-12,5,2,8,2,9
CC1CCCCC1NC(=O)COC(=O)c1ccc([N+](=O)[O-])o1 (configuration not stated),19,-1,4.0,23,1,-26,-10,16,-40
O=C(CNC(=O)c1ccc(Cl)cc1Cl)NCC1CCCO1 (configuration not stated),6,10,-0.5,-7,-2,-9,-2,1,13
CC(C(=O)Nc1ccccc1Br)N1c2cccc3cccc(c23)S1(=O)=O (configuration not stated),13,18,2.6,17,0,12,2,-4,4
COC(=O)C1CC(=O)c2ccsc2C1 (configuration not stated),-2,11,3.8,11,-1,-9,-2,1,-2
COCCOC(=O)C1=C(C)NC2(O)c3ccccc3C(=O)C12O (configuration not stated),-8,-2,1.2,9,4,-2,-3,-1,2
Cc1nc(NC(=O)/C=C/c2ccccc2)sc1C(=O)N(C)C,-32,0,3.1,4,0,-12,-2,-1,-10
CCC1Oc2ccc(C)cc2N(CC(=O)NCCCN2CCCCC2CC)C1=O (configuration not stated),7,3,0.1,5,-2,2,0,-4,20
O=C(c1ccc(Cl)cc1)N1CCN(c2ccc(F)cc2)CC1,11,-4,-1.4,40,-4,51*,7,3,-1
O=C(Nc1ccc(F)cc1)C1CCCN(S(=O)(=O)c2cccc3nonc23)C1 (configuration not stated),19,18,-2.2,1,-1,7,-7,-4,-5
COc1ccc(Cn2c(=S)[nH]c3ccccc32)cc1,12,5,-0.2,34,0,8,-3,0,24
Cc1cc(=O)oc2cc(OCc3ccc(C(=O)N4CCN(c5ccccc5)CC4)cc3)ccc12,24,17,2.7,18,-1,3,13,-3,-32
Cc1cc(=O)c(C(=O)O)nn1-c1ccc(Cl)cc1,6,7,3.3,3,0,-8,4,-2,4
CC(O)CO (configuration not stated),20,4,-1.0,-14,-1,-1,7,-2,-7
NS(=O)(=O)c1ccc(CCNC(=O)COC(=O)/C=C/c2ccc(Cl)cc2)cc1,7,-10,-1.7,-2,-2,35,-10,-1,9
C=CC[C@@H](CC(=O)NCCO)C(=O)NC[C@@H](OC(=O)[C@H](CC=C)CC(=O)OC(C)(C)C)c1ccccc1,-3,4,0.0,9,-2,6,-8,-1,0
Cc1ccc(S(=O)(=O)N2CCOCC2)cc1NC(=O)COC(=O)Cc1ccc(Cl)cc1,-8,16,0.3,13,0,-10,-2,-2,0
Cc1nn(-c2ccccc2)c(C)c1/C=C/C(=O)OC(C)C(=O)Nc1ncc(Cl)cc1Cl (configuration not stated),-16,0,8.9,36,-2,-2,-11,1,13
Cc1cccc(C)c1NC(=O)C1CCN(C(=O)c2cccs2)CC1,-5,9,2.0,2,-3,-3,-3,1,9
COc1ccc2sc3c(=O)[nH]c4ccccc4c3c2c1,72*,5,-1.2,27,1,-1,-5,-1,16
CC1CCCCC1NC(=O)C1CC(=O)N(Cc2ccccc2)C1 (configuration not stated),-1,4,1.1,-9,-3,2,0,0,7
CCOC(=O)C1CCCN(C(=O)CSCc2ccccc2)C1 (configuration not stated),4,-22,1.7,16,1,-7,4,-2,18
O=C1OC(c2ccc(Cl)cc2)=N/C1=C\c1cccnc1,1,8,3.2,41,-2,2,2,-1,5
CCNc1nc(OC)nc(SCC(=O)Nc2ccccc2)n1,24,1,0.3,0,-1,-2,12,-4,-10
O=C(Nc1cccc(C(F)(F)F)c1)c1cc2c(s1)-c1ccccc1OC2,16,12,1.3,-5,-1,4,-2,1,4
Cc1ccc(C(=O)C(C)OC(=O)c2cc3cc([N+](=O)[O-])ccc3oc2=O)cc1 (configuration not stated),-3,11,2.9,72*,-2,14,3,1,1
CCOc1nc(S(=O)(=O)c2ccc(C)cc2)c(Cl)s1,17,5,-0.8,9,-2,-2,4,1,8
CCC[C@@H]1C[C@@]1(CCC)[C@@H](NP(=O)(c1ccccc1)c1ccccc1)c1ccc(C(=O)OC)cc1,75*,23,1.7,28,4,.,.,-8,5
Cc1ccccc1-n1c(=O)cc(N2CCC3(CC2)OCCO3)[nH]c1=O,-13,5,-0.9,7,-3,8,5,-5,7
CC(=O)c1ccc(N(CC(=O)NC2CCCC2)C(=O)c2ccc(C)s2)cc1,-4,5,1.0,12,-1,-1,5,-2,1
O=C(/C=C/c1c(F)cccc1Cl)N1CCc2ccccc2C1,11,16,6.7,59*,2,-1,4,-5,23
COc1ccc(NC(=O)COc2cccnc2[N+](=O)[O-])cc1OC,-15,5,0.7,8,0,0,-1,-3,8
CCc1ccc(CN2CCC(n3nccc3NC(=O)c3cccc(F)c3)CC2)cc1,39,3,0.5,9,-2,-12,-13,-4,8
CCC(C(=O)NC(C)(C)C)N(Cc1ccco1)C(=O)Cn1nnc(-c2ccc(F)cc2)n1 (configuration not stated),-3,13,-0.3,16,-1,4,-1,1,-3
CCN(c1ccccc1)S(=O)(=O)c1ccc(C(=O)Nc2ncccc2C)cc1,11,16,1.8,18,-2,-1,-12,-3,-19

# Reformatted with each value named: entries from further up
CCN(c1ccccc1)S(=O)(=O)c1ccc(C(=O)Nc2ncccc2C)cc1
  Mdm2-MdmX inh = 11
  CCR6 antagonist = 16
  UPR CHOP act = 1.8
  tim23-1 inh = 18
  XBP1 UPR activ = -2
  EBI2 block = -1
  CXCR6 inh = -12
  APJ agonist = -3
  APJ antag = -19

O=C1OC(c2ccc(Cl)cc2)=N/C1=C\c1cccnc1
  Mdm2-MdmX inh = 1
  CCR6 antagonist = 8
  UPR CHOP act = 3.2
  tim23-1 inh = 41
  XBP1 UPR activ = -2
  EBI2 block = 2
  CXCR6 inh = 2
  APJ agonist = -1
  APJ antag = 5

# Continued:
SMILES,Mdm2-MdmX inh,CCR6 antagonist,UPR CHOP act,tim23-1 inh,XBP1 UPR activ,EBI2 block,CXCR6 inh,APJ agonist,APJ antag
Cc1ccc(S(=O)(=O)N2CCN(S(=O)(=O)N3CCCCC3)CC2)c(C)c1,30,14,-0.1,5,-5,-4,5,2,-8
NC(=O)C1CCN(CCC(=O)Nc2ccc(Br)cc2)CC1,0,24,-1.2,13,-3,0,1,-4,2
O=C(Nc1cccc(S(=O)(=O)N2CCCCCC2)c1)C1CCN(C(=O)c2ccc(F)cc2)CC1,-4,14,-1.5,8,0,14,-5,-1,-33
O=C(COC(=O)Cc1c(F)cccc1Cl)NNC(=O)c1ccccc1,12,0,-0.6,3,-1,2,5,-1,-6
Cn1c(CNc2ccccn2)c(C#N)c2ccccc21,13,-2,-1.2,7,4,-4,0,-2,1
CC(C)(CO)NCc1cc(Br)ccc1OCc1ccccc1,20,-7,1.2,-7,-1,2,-3,-1,16
Cc1cc(NC(=O)COn2nnc3ccc(Cl)cc32)no1,18,22,-4.7,15,3,-2,1,1,12
CN1CCN(C(=O)c2ccc(CNS(=O)(=O)c3ccc(F)c(Cl)c3)cc2)CC1,3,-3,-0.4,-21,-4,-1,3,-3,6
COc1ccc(CSCCc2n[nH]c(=S)n2-c2ccccc2)cc1,9,-13,0.0,12,0,15,-9,2,7
COc1ccc(NC(=O)Cn2nnc(C(=O)NCc3ccco3)c2N)cc1,21,-4,1.3,-6,-2,7,9,1,5
CC(C)n1nc(C(=O)NCCc2ccc(S(N)(=O)=O)cc2)c2ccccc2c1=O,29,-4,0.5,12,0,-2,-8,-2,14
CCOc1ccc(/C=C/C(=O)c2c(O)c3ccccc3oc2=O)cc1,11,13,-0.9,76*,2,-6,9,-2,7
COc1cccc(-c2csc(NC(=O)Nc3ccccc3)n2)c1,23,-7,7.5,-1,-3,23,13,3,-15
CC(=O)NNc1ncnc2ccccc12,-34,3,-1.8,7,0,-1,1,0,-4
Cc1[nH]c(=O)[nH]c(=O)c1S(=O)(=O)Nc1ccc(S(N)(=O)=O)cc1,19,15,-1.1,-13,-1,-6,-6,-2,3
Cc1noc(C)c1COC(=O)c1cc2ccccc2cc1O,-10,5,0.0,10,0,1,-2,2,-23
COc1ccc(/C(N)=N/OC(=O)c2cccc([N+](=O)[O-])c2C)cc1,33,-17,5.2,72*,3,12,-19,18*,-81
CCOC(=O)CCCNC(=O)CCNC(=O)c1ccc(OC(C)C)cc1,13,5,2.4,3,-1,-31,-8,-2,2
Cc1ccc(NS(=O)(=O)c2cc(OCC(N)=O)c(C)cc2Cl)cc1C,43,4,1.7,11,-3,12,3,9,-17
Cc1cc(S(=O)(=O)NCCC2=CCCCC2)ccc1Br,12,20,0.7,22,2,3,-12,-2,7
O=C(O)c1ccccc1SC1CC(=O)N(C2CCCCC2)C1=O (configuration not stated),14,-1,-0.9,21,-1,3,-3,-3,0
CC(Oc1ccccc1)C(=O)Nc1ccccc1O (configuration not stated),-4,-8,-1.9,1,-2,1,-5,-3,-9
CN1CCCN(S(=O)(=O)c2ccc3ccccc3c2)CC1,-19,15,3.7,24,0,-7,4,-1,23
Cn1cccc1Cc1nnc(SCC(=O)NCc2ccc3c(c2)OCO3)n1CCc1ccccc1,26,-5,1.4,16,-1,3,8,-5,19
C=CCOc1ccc(CN(C)C(=O)c2ccc(CNS(=O)(=O)c3ccc(C)c(C)c3)cc2)cc1,-3,16,3.7,35,-1,16,3,-1,-13
Cc1cnc(NC(=O)CSc2nnc(Cc3ccccc3)n2C)s1,17,-14,1.9,-3,-1,0,1,-1,6
O=C(CSc1ccc(-c2cccnc2)nn1)N1CCCc2ccccc21,22,.,3.9,6,3,.,.,-1,5
c1ccc(CCc2cc3ccccc3[nH]2)cc1,8,-2,3.7,26,3,-1,-12,-1,-3
CCC(=O)N1CCN(c2ccc(Cl)cc2NC(=O)c2ccc([N+](=O)[O-])o2)CC1,39,-8,4.6,31,-3,-1,-13,11,-142
CC(/C=N/n1c(C2CCCCC2)n[nH]c1=S)=C\c1ccccc1,9,33,-1.5,38,2,2,12,-5,47*

# The list is partial; count on the stated rates, not on these rows.
